# Screening results (PubChem BioAssay)
# BoNT-F LC inh – inhibitors of Botulinum neurotoxin F light chain protease. Multiplex microsphere protease cleavage assay, flow cytometry. inhibition, % at 10 µM. 360,000 compounds, 0.22% hits. AID 588497; in the data active = inhibition above about 35%, passing the limit was not always enough; inconclusive = no clear call, values can overlap the other calls; note: plate controls were buffer without enzyme for full effect and enzyme alone for no effect
# CCHF vOTU inh – CCHFV vOTU protease inhibition; inhibition, % at 11.5 µM; Pep-AMC fluorescence; 370,000 compounds, 0.55% hits; in the data active = inhibition above about 30%; note: 0% = vehicle wells with enzyme and 100% = no enzyme wells
# Anthrax LF inh2 – blocks Bacillus anthracis lethal factor protease. P15917. multiplex microsphere protease cleavage assay, LF. inhibition, % at 10 µM. 360,000 compounds, 0.12% hits; note: plate controls were buffer without enzyme for full effect and enzyme alone for no effect
# PrPC TRFRET – cell surface PrPC inhibition, primary TR-FRET screen; P04156; AID 720596; TR-FRET read-out; inhibition, % at 13.8 µM; 370,000 compounds, 0.43% hits; in the data active = inhibition above about 24%; note: 0% = median of the test wells and 100% = reference compound wells
# BoNT A protease – inhibitors of Botulinum neurotoxin A light chain protease | inhibition, % at 10 µM | AID 588499 | multiplex microsphere protease substrate cleavage, flow cytometry | 360,000 compounds, 0.17% hits; note: plate controls were buffer without enzyme for full effect and enzyme alone for no effect
# TcdB GH inh – blocks C. difficile toxin B glycohydrolase activity | TcdB glycohydrolase enzymatic assay, plate reader | inhibition, % at 9.99 µM | 350,000 compounds, 0.24% hits | AID 652162; in the data active = inhibition above about 10%
# Target sequence (P18177 whole entry, looked up): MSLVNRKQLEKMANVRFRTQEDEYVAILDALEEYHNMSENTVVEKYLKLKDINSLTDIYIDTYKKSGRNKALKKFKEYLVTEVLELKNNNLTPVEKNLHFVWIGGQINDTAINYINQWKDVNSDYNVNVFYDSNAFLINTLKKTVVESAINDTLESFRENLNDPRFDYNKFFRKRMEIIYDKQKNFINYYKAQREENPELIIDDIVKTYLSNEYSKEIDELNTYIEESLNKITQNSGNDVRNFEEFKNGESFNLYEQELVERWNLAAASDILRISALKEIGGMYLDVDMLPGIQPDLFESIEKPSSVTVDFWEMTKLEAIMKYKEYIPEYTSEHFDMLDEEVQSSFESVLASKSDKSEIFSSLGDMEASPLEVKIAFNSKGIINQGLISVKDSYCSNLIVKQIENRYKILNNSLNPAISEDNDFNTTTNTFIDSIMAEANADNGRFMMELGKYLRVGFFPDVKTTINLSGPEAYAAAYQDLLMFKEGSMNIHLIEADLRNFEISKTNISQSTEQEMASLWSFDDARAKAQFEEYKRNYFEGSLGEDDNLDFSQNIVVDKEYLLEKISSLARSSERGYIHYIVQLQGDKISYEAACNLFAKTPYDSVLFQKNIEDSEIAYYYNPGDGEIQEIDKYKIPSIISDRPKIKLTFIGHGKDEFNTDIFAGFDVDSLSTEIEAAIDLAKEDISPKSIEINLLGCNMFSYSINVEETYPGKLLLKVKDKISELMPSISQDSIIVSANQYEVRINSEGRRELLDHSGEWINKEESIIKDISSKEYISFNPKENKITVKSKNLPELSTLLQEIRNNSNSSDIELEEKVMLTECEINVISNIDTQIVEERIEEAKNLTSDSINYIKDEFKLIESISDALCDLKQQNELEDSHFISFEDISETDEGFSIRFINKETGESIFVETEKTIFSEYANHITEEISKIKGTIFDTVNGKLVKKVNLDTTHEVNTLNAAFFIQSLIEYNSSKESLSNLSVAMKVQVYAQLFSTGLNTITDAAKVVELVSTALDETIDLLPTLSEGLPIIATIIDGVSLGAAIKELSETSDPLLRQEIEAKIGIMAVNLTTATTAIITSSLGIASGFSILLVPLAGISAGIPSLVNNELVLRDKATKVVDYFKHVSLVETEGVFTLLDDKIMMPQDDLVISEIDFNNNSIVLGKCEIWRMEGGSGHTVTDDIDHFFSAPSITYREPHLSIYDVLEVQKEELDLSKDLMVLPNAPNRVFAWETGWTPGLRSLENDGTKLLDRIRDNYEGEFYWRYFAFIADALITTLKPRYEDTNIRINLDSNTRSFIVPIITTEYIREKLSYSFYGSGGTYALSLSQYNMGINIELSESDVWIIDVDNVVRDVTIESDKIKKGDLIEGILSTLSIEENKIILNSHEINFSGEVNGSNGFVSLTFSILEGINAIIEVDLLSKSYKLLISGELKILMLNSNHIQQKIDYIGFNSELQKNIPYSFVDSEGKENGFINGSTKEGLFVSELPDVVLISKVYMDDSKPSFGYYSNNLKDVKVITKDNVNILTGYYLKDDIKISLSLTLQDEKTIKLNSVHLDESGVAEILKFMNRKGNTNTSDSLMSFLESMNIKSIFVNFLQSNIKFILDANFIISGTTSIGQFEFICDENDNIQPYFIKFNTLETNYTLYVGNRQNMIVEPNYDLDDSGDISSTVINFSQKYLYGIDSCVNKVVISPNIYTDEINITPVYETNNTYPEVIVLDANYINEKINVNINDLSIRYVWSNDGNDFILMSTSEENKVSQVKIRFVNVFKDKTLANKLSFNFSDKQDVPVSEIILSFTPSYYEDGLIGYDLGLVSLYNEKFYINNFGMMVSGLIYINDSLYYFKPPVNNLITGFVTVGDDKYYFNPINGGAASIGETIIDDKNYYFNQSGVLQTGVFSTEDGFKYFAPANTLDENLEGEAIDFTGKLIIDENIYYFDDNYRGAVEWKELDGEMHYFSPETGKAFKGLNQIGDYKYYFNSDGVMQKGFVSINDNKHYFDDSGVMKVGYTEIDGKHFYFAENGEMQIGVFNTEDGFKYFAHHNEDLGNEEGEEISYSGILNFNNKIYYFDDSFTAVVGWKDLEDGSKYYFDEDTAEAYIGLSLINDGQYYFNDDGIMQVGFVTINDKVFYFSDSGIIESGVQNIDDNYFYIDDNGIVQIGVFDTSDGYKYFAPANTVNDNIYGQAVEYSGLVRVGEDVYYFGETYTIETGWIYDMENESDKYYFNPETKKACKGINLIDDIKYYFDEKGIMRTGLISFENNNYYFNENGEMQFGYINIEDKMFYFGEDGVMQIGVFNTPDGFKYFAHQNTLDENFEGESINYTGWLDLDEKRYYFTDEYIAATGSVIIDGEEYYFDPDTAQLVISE
# PfHsp40 yeast – rescue of PfHsp40-mediated yeast toxicity; S. cerevisiae expressing PfHsp40, growth rescue, ATP luminescence; 340,000 compounds, 0.68% hits; growth rescue, % at 12.5 µM; in the data active = growth rescue above about 28%, passing the limit was not always enough; inconclusive = no clear call, values can overlap the other calls;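 note: yeast W303a lacking pdr1 and pdr3 grown in galactose medium; growth measured after three days at 30 °C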
# Yp Topo-I inh – Y. pestis Topo-I inhibition via cleavage products | activity, % at 10 µM | 360,000 compounds, 0.064% hits | Y. pestis Topo-I cleavage product accumulation, plate reader; in the data active = activity above about 50%, passing the limit was not always enough; inconclusive = no clear call, values can overlap the other calls; note: inactives centre near 2
# FadD28 binding – blocks FadD28 binding to the bisubstrate probe; fluorescence polarization; inhibition, % at 12.5 µM; 360,000 compounds, 0.22% hits; in the data active = inhibition above about 8.5%, passing the limit was not always enough; inconclusive = no clear call, values can overlap the other calls
# * marks the source's active call; other numbers are inactive results; ? = inconclusive; nt = no result given. Cut-off read from the data, not from the text of the source, unless noted: active = inhibition above about 30%; inconclusive = no clear call, values can overlap the other calls; inactive = below that. Compounds were not picked by outcome; any-hit rate near 2.3%.
# Second line of a record – Anthrax LF inh2	CCHF vOTU inh	FadD28 binding	PrPC TRFRET	Yp Topo-I inh	BoNT A protease	TcdB GH inh	BoNT-F LC inh	PfHsp40 yeast
COc1ccc(/C=N/Nc2nc(NCc3ccco3)nc(Nc3ccc(OC)cc3)n2)cc1
  -1	-8	-1.9	-8	-14	-1.8	1.5	-8	1.6
Cc1ccc(NC(=O)Cc2ccccc2F)cc1S(=O)(=O)N1CCCCCC1
  -5	14	-3.7	15	17	1.8	-1.2	3	0.1
COc1ccc(C(=O)NCc2csc(-c3cccs3)n2)cc1
  -11	-5	-2.0	-5	3	-4.7	1.7	?	0.3
COc1cccc(CN2CCC(CO)(CC3CCCCO3)CC2)c1 (configuration not stated)
  -6	1	-1.9	-11	-1	-1.3	0.7	0	-0.4
O=C(Nc1ccccc1)N(CCCN1CCOCC1)Cc1ccccc1F
  3	16	-3.0	-5	5	-0.2	nt	-2	0.7
NS(=O)(=O)c1cccc(C(=O)NC2CCSc3ccccc32)c1 (configuration not stated)
  0	1	0.6	-1	-3	0.1	-0.2	5	-0.6
COc1cc(F)ccc1-c1cc(C(=O)Nc2cc(OC)c(OC)c(OC)c2)[nH]n1
  6	6	-1.6	7	0	0.0	1.2	-5	nt
O=C(COC(=O)c1ccncc1)Nc1cccc2ccccc12
  0	-3	-2.5	5	3	0.7	1.1	-2	-0.4
C/C(CC(=O)NCc1ccc(F)cc1)=N\NC(N)=S
  -1	5	1.7	5	8	0.0	0.8	3	-1.9
c1ccc(CC(Nc2ccccn2)c2ccccc2)cc1 (configuration not stated)
  3	0	-2.5	7	5	0.0	nt	-9	1.4
CCOc1[nH]c(/N=C/c2ccco2)c(C#N)c1C#N
  -6	28	5.7	-5	-9	-0.4	nt	15	-0.7
Cc1ccccc1N(CC(=O)N1CCN(c2ccccc2)CC1)S(C)(=O)=O
  -3	-10	-0.5	-1	1	-0.4	nt	3	0.2
COc1ccccc1C(=O)Nc1cc(Cl)ccc1-n1cncn1
  -2	1	-1.4	2	0	-1.4	0.5	-4	-1.3
CCOc1cccc(CN2CCCC(C(=O)c3cc(Cl)ccc3OC)C2)c1O (configuration not stated)
  -5	4	-2.5	-2	-8	-4.7	-4.2	?	-1.2
COc1cc(C(C)n2nnc3ccccc32)ccc1O (configuration not stated)
  -7	1	-2.7	4	0	-0.7	7.6	-4	nt
Cc1ccc(S(=O)(=O)N2CCC(C(=O)NNC(=O)c3ccc(F)cc3)CC2)cc1
  -6	0	-2.2	2	-2	-1.3	0.6	-4	nt
COc1ccc(Cn2nnnc2CN2CCc3ccccc3C2)cc1
  -2	-7	-2.1	0	10	0.2	nt	-6	0.5
Cc1ccc(NC(=O)c2sc(Cl)nc2-c2ccccc2)cc1
  -2	2	0.0	-2	-1	0.3	nt	-2	7.3
CCOc1nc(C#N)nc(N2CCCCC2)n1
  0	9	0.3	8	-5	0.0	nt	-2	-0.5
COc1ccc(CN(Cc2ccccn2)C(=O)CN2C(=O)COc3ccccc32)cc1
  2	nt	-3.2	nt	15	-0.4	-0.1	-6	-0.7
CCCOc1ccc(CNC(=O)C2CCN(c3nnc(N4CCCC4=O)s3)CC2)cc1
  -2	6	1.1	-6	-1	-0.7	0.8	-1	-0.2
COc1ccc(-c2ccc(-c3noc(-c4ccccc4OC)n3)c(OC)n2)cc1
  4	-23	-6.0	-3	10	-0.3	nt	-1	-0.1
O=c1c(Cc2ccccc2)c(O)ccn1Cc1ccco1
  -3	-11	-1.6	2	6	-0.8	-0.1	-6	0.3
CC(C)C/C(O)=C/c1nc2cc(Cl)ccc2oc1=O
  -6	7	-2.7	3	-7	-0.1	nt	-4	0.1
Cc1ccc(S(=O)(=O)N2CCc3ccccc3CC2)cc1
  -9	18	-2.9	5	18	0.1	1.7	-2	3.3
CN(C)CC1(c2ccccc2)CCCC1
  -1	-1	0.1	-5	14	-2.3	nt	-4	0.6
O=C(OCC(=O)N1CCN(c2ccccc2)CC1)c1ccc[n+]([O-])c1
  -3	-5	-1.3	-1	0	-1.7	3.3	-12	2.3
Cc1ccc(NC(=O)COc2cccc(C)c2C)cc1S(=O)(=O)N1CCCCCC1
  3	8	-0.5	6	49	0.2	0.4	0	8.7
CN(c1ccccc1)S(=O)(=O)c1ccc(C(=O)Nc2nnc(C3=COCCO3)o2)cc1
  0	1	-4.4	0	-3	-0.3	0.3	-6	-0.5
CCOC(=O)c1cnc(SCC(=O)N2CCOCC2)nc1N
  -2	6	-3.5	5	8	-1.8	1.1	-8	0.6
Cc1ncoc1C(=O)Nc1nccs1
  -2	7	-3.5	-6	12	0.2	nt	-2	0.0
COc1ccc(C(CC(=O)O)NC(=O)c2cc3cc(Br)ccc3oc2=O)cc1OC (configuration not stated)
  -6	-7	-2.5	-8	7	-0.6	1.4	-5	-2.7
COc1ccc(CCNC(=O)c2ccccc2NC(=O)C2=C(C)OCCS2)cc1OC
  -2	7	-3.8	-1	5	0.9	0.3	-5	0.6
CN1CCN(C(=O)CCC(=O)c2ccc(F)cc2)CC1
  -3	14	2.2	4	4	0.5	nt	-6	-0.8
CC1(C)CC(NC(=O)COc2ccc(Br)cc2Cl)CC(C)(C)N1
  2	-10	-3.5	1	-6	0.1	0.3	0	0.8
O=C(Cn1cc(C(F)(F)F)ccc1=O)N1CCN(S(=O)(=O)c2ccccc2)CC1
  2	-11	0.1	6	-3	0.6	nt	1	-0.7
CSc1ccc(C(c2c(O)c3ccccc3oc2=O)c2c(C)n(C)n(-c3ccccc3)c2=O)cc1 (configuration not stated)
  3	2	-2.7	-2	-14	-0.5	0.2	-2	-0.8
O=C(CN1CCOCC1)Nc1ccc(Cl)cn1
  32*	-5	2.1	-8	5	1.3	-0.2	22	0.9
COc1ccc(S(=O)(=O)N2CCCC(C(=O)Nc3ccc4c(c3)OCCO4)C2)cc1 (configuration not stated)
  -8	11	-0.3	12	6	-0.6	0.6	-6	3.5
CC1=CCC2C(=O)N(c3ccc(N4CCOCC4)cc3)C(=O)C2C1 (configuration not stated)
  -1	-9	-1.4	0	-8	-0.2	0.1	-4	-0.3
Cc1nnc(SCc2nc3ccccc3s2)n1N
  3	2	-1.6	9	10	1.3	0.8	-4	-1.2
Cc1cc(C)c(C#N)c(SCC(=O)Nc2nonc2N)n1
  -1	-4	-0.8	-17	-3	2.1	0.4	1	0.6
COc1cc(OC)cc(C(=O)Nc2ccc3c(c2)CCCN3C(=O)c2cccs2)c1
  0	-2	-9.6	2	25	0.3	0.0	0	3.7
CS(=O)(=O)c1ccc(C(=O)N2CCN(S(=O)(=O)c3ccc(C4CCCCC4)cc3)CC2)cc1
  -2	6	0.7	5	-7	-4.3	0.1	-11	0.4
O=C(COC(=O)COc1ccc(Cl)cc1Cl)NC1CCS(=O)(=O)C1 (configuration not stated)
  -6	-4	-1.5	-2	1	-0.8	2.4	-2	-1.6
Cc1ccc(S(=O)(=O)N2CCOCC2)cc1NC(=O)CSc1nc(N)cc(N)n1
  -1	2	0.0	-8	-7	0.3	1.1	6	0.2
Cc1ccc(-c2nn(-c3ccc(F)cc3)cc2C(=O)NCCCN2CCCC2=O)cc1
  2	-9	-3.6	1	-1	0.3	0.1	-1	2.4
O=C(CNC(=O)c1ccc(Br)cc1)c1ccccc1
  0	0	-2.9	3	-3	0.9	-1.0	11	-0.3
Cc1ccccc1Oc1ccc2c(c1)[C@@H]1C[C@H](N(C)C(=O)NC3CCCCC3)[C@H]([C@H](C)O)C(=O)N1CC2
  -7	4	-16	-13	17	0.0	1.0	1	-0.1
CC(C)C(=O)Nc1ccc(C(=O)Nc2ccc(Br)cc2F)cc1
  -5	-4	-3.5	1	4	0.7	-1.4	2	0.1
CC(=O)Nc1ccc(Oc2cc(C#N)c(C#N)cc2N2CCCCCC2)cc1
  6	4	-18	1	21	0.7	nt	26	2.4
CCN(CC)c1ccc(C(=O)NNC(=O)CCc2nc3ccccc3c(=O)[nH]2)cc1
  -2	8	-0.6	2	1	-0.2	-4.2	7	-0.2
COc1ccc(CN(C)C(=O)CNC(=O)CNC(=O)c2ccc(Cl)cc2Cl)cc1F
  3	8	1.0	-3	1	1.7	1.1	5	2.4
COc1cccc2c1Oc1ncccc1N(C(=O)CCC(=O)NCc1ccccc1Cl)C2
  -1	18	0.0	-5	13	0.3	0.9	7	-1.4
O=c1c2ccccc2[nH]c(=S)n1CCN1CCc2ccccc2C1
  3	9	-3.3	-11	2	-0.5	2.2	2	0.3
CC1=CC(C)(C)N(C(=O)CSc2nnc(N)s2)c2ccccc21
  1	1	-1.3	5	1	0.2	nt	5	-2.1
C=CCn1c(-c2sccc2C)n[nH]c1=S
  0	-7	-2.2	6	4	-0.7	2.3	-10	-0.7
COC(=O)C=C1CCC2C3CC(F)C4(O)CC(=O)CCC4(C)C3C(=O)CC12C (configuration not stated)
  -2	-17	-2.5	2	-1	0.3	0.5	-4	1.4
O=C(Cn1cnc([N+](=O)[O-])c1)NC1CCCC1
  0	-16	-2.3	3	1	-0.3	0.3	-1	-1.2
Cc1ccc(NC(=O)CN(C)C(=O)C(Sc2ccccc2)c2ccccc2)cc1 (configuration not stated)
  -8	-1	-0.8	3	14	-0.5	-0.8	-7	2.5

# In another format: entries from further up.
smiles	Anthrax LF inh2	CCHF vOTU inh	FadD28 binding	PrPC TRFRET	Yp Topo-I inh	BoNT A protease	TcdB GH inh	BoNT-F LC inh	PfHsp40 yeast
CC(C)C/C(O)=C/c1nc2cc(Cl)ccc2oc1=O	-6	7	-2.7	3	-7	-0.1	nt	-4	0.1
Cc1ccc(S(=O)(=O)N2CCc3ccccc3CC2)cc1	-9	18	-2.9	5	18	0.1	1.7	-2	3.3

# The results go on.
# Second line of a record – Anthrax LF inh2	CCHF vOTU inh	FadD28 binding	PrPC TRFRET	Yp Topo-I inh	BoNT A protease	TcdB GH inh	BoNT-F LC inh	PfHsp40 yeast
O=C(Nc1ccc(C(=O)Oc2ccccc2)c(O)c1)c1ccccc1
  2	-9	-1.1	5	-4	0.5	1.1	-5	4.1
COc1ccccc1C1=Nn2c(nnc2C2CCCCC2)SC1
  0	13	-0.8	5	21	-0.5	nt	-1	1.6
CC(C)NCC(O)c1ccc(C2CCCC2)cc1 (configuration not stated)
  -1	9	-1.3	16	0	-0.1	nt	3	0.3
Nc1c(C(=O)N2CCCCCC2)oc2ccccc12
  -1	3	1.0	-1	8	2.3	-0.7	2	-1.0
CC1CN(C(=O)c2cccs2)CC(C)O1 (configuration not stated)
  4	1	-3.2	6	1	-0.4	2.1	3	0.1
CCOC(=O)C1(Cc2ccc(OC)cc2)CCN(C(=O)c2cc(C)on2)CC1
  2	9	-2.0	3	18	-0.1	0.4	5	0.0
COc1ccc(S(=O)(=O)Nc2ccc3oc(C)c(C(=O)O)c3c2)cc1
  -8	3	-0.9	6	-4	-0.2	15*	-2	0.2
COc1cccc(C(=O)c2c(C)c(CCC#N)n3ccccc23)c1OC
  -3	12	1.0	-10	1	-0.2	3.0	1	11
Cc1ccc(NS(=O)(=O)c2cccc(C(=O)Nc3cc(C)on3)c2)cc1
  -3	-5	-2.2	13	2	0.1	nt	-5	-0.5
Cc1ccc(C(=O)COC(=O)c2cccc([N+](=O)[O-])c2)s1
  -1	-3	-0.1	-3	7	2.4	0.5	4	-1.4
C#CCOCCOCCOCCNc1nc(N2CCN(C(=O)[C@H](C(C)C)n3cc(CCO)nn3)CC2)nc(N2CCN(C(=O)[C@H]([C@@H](C)CC)n3cc(CCCN=C(N)N)nn3)CC2)n1
  -6	-1	-2.0	0	10	-0.8	0.9	-11	1.2
CCCCOC(C)n1cc(F)c(=O)[nH]c1=O (configuration not stated)
  0	-4	-2.1	6	-1	-0.5	1.0	0	1.3
CCS(=O)(=O)Nc1ccc(C2=NN(C(C)=O)C(c3cccs3)C2)cc1 (configuration not stated)
  2	-189	-1.0	4	0	0.3	1.6	0	1.1
CCCC(=O)Nc1ccc(S(=O)(=O)Nc2cc(OC)ncn2)cc1
  -1	-6	-0.4	-1	-10	-1.1	2.6	4	-1.2
Cc1c(C(=O)NCCc2ccc3c(c2)OCCO3)oc2ccccc12
  -4	2	-3.7	0	27	0.4	nt	6	-1.0
